Assay outcomes (PubChem BioAssay)
TNAP activators = stimulation of alkaline phosphatase TNAP activity – biochemical, luminescent, no phosphate acceptor, uHTS, primary screen (AID 1001). purified TNAP, luminescent activation assay, no phosphate acceptor; higher activation fold means a stronger effect. activation fold at 20 µM; hits with a dose series show EC50 in µM. 200,000 tested, 0.03% active; in the data active means activation fold from about 3, or a potency from the dose series; inactive means the rest, 99 in 100 with activation fold below about 1.6; further: many of its hits are not listed in these tables
human PMI inhibitors = MPI inhibition at elevated mannose 6-phosphate – biochemical, fluorescence intensity, high mannose 6-phosphate, primary screen (AID 1220). recombinant PMI enzyme, coupled fluorescence intensity; higher % means a stronger effect. one-dose inhibition, % at 20 µM; IC50 in µM for titrated hits. 190,000 tested, 0.66% active
West Nile virus CPE = inhibition of WNV-induced cytopathic effect – cell-based, CPE readout (AID 1621). CPE inhibition, % at 10 µM; hits with a dose series show IC50 in µM. 290,000 tested, 0.02% active. West Nile virus-infected cells, CPE inhibition; higher % means a stronger effect; in the data active means a potency from the dose series; inconclusive means CPE inhibition mostly from about 3.7% at the one dose, without a potency; inactive means the rest, 99 in 100 with CPE inhibition below about 2.2%; further: strong numbers were not always called active
RSV CPE inhibition = inhibition of RSV-induced cytopathic effect – HEp-2 cells, primary 10 µM value included (AID 2391); HEp-2 cells, RSV-induced CPE inhibition; higher % means a stronger effect; CPE inhibition, % at 10 µM; hits with a dose series show IC50 in µM; 310,000 tested, 0.13% active; in the data active means a potency from the dose series; inconclusive means CPE inhibition mostly from about 23% at the one dose, without a potency; inactive means the rest, 99 in 100 with CPE inhibition below about 21%; further: strong numbers were not always called active
SV40 large T antigen = SV40 large T antigen inhibitors, biochemical (AID 1903); SV40 large T antigen ATPase/helicase inhibition assay; higher % means a stronger effect; inhibition, % at 20 µM; hits with a dose series show IC50 in µM; 310,000 tested, 0.39% active; in the data active means a potency from the dose series; inconclusive means inhibition mostly from about 32% at the one dose, without a potency; inactive means the rest, 99 in 100 with inhibition below about 32%; further: strong numbers were not always called active
CSM14.1 death rescue = protection against thapsigargin-triggered cell killing – 384-well, CSM14.1, ATP luminescence, primary screen (AID 1222); CSM14.1 thapsigargin-induced death rescue, ATP luminescence; higher % means a stronger effect; cellular ATP content (survival), % at 20 µM; hits with a dose series show EC50 in µM; 190,000 tested, under 10 active;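 active means EC50 below 50 µM in the dose-response confirmation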;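 further: death triggered by thapsigargin at about 15 µM added after 2 h compound pretreatment; cell ATP read after overnight thapsigargin exposure of roughly 18 to 22 hours; normalized against plate controls of thapsigargin alone and 5% DMSO vehicle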
Insulin prom up = MIN6 insulin promoter up-regulation. MIN6 insulin promoter-GFP reporter, high-content imaging; stronger effect = higher value. z-score at 5 µM. 190,000 tested, 0.3% active;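 active means z-score above 3 at 5 µM with at least 500 cells counted in the well; inconclusive means wells under 500 cells, flagged as cytotoxic or low count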
PMI inhibitors = inhibitors of human PMI, primary screen, biochemical, fluorescence intensity, coupled assay (AID 1209); purified PMI enzyme, coupled fluorescence intensity; higher % means a stronger effect; one-dose inhibition, % at 20 µM; IC50 in µM for titrated hits; 190,000 tested, 0.42% active;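 further: plate controls were DMSO vehicle for no effect and wells lacking substrate for full effect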
Salmonella PhoP GFP = PhoP-dependent GFP reporter repression – Salmonella Typhimurium, primary screen (AID 1863); S. Typhimurium PhoP-regulated promoter GFP reporter, 4 h; higher % means a stronger effect; inhibition, % at 50 µM; hits with a dose series show IC50 in µM; 300,000 tested, 0.16% active;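 active means inhibition over 29.93%, a cutoff 3 SD above the screen mean, later confirmed by dose response; inconclusive means inhibition over 29.93% but no dose response follow-up; inactive means inhibition at most 29.93% or unconfirmed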;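 further: 0% = low Mg2+ inducing control and 100% = high Mg2+ repressing control; strong numbers were not always called active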
Insulin prom up cell count = second read-out of Insulin prom up, no call of its own (marks repeat the call); cell count; measured here: cytotoxicity, nuclei count;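 total cells summed across four imaged fields per well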
* marks the source's active call; other numbers are inactive results; ? = inconclusive; nt = no result given. Unless noted, no stated cut-off is given here; in the data, active means inhibition above about 50%; inactive means the rest.

SMILES	TNAP activators	human PMI inhibitors	West Nile virus CPE	RSV CPE inhibition	SV40 large T antigen	CSM14.1 death rescue	Insulin prom up	Insulin prom up cell count	PMI inhibitors	Salmonella PhoP GFP
OC(COc1cccc2ccccc12)CN1CCN(c2ccccc2Cl)CC1 (stereo not given)	nt	nt	0.3%	?	13%	nt	3.5*	520*	nt	-4%
O=C(CC1C(=O)NCCN1CCCc1ccccc1)NCCc1ccccc1F (stereo not given)	nt	nt	-0.3%	0.1%	9%	nt	nt	nt	nt	5%
COc1ccc2c(c1)C(=O)CC(c1ccc(OC)c(OC)c1)O2 (stereo not given)	nt	nt	-0.5%	2.1%	13%	nt	nt	nt	nt	1%
CCc1c(C)sc(NC(=O)OC)c1C(N)=O	1.1	4%	-0.2%	3.1%	-1%	1.7%	1.6	1293	14%	-4%
CCc1cc2c(=O)c(-c3nc4ccccc4[nH]3)coc2c(CN2CCCCC2C)c1O (stereo not given)	nt	nt	0.2%	-0.3%	13%	nt	-0.06	1295	nt	-4%
O=C(NC1c2ccccc2-c2ccccc21)c1ccco1	1	-13%	nt	2.3%	6%	-0.7%	0.05	1357	-8%	-1%
CCC(NC(=O)NCc1cccnc1)(C(F)(F)F)C(F)(F)F	1	-6%	-0.1%	1.9%	2%	-3.2%	0.54	1142	0%	-3%
COc1cc2ccc3c(CCN(C)C)cc(OC)c(OC)c3c2cc1OC	nt	nt	0.4%	0.1%	6%	nt	nt	nt	nt	-2%
COC(=O)Cn1c2ccccc2c2nc(C)sc21	1.1	9%	0.6%	-0.6%	22%	0.1%	-0.48	1226	7%	-6%
COc1ccc(/C=N/NC(=O)c2cc(C)on2)c2ccccc12	1.1	7%	0.3%	3.5%	1%	0.1%	nt	nt	8%	2%
Cn1c(=O)cc(NCCc2ccccc2)[nH]c1=O	1.1	1%	-0.4%	1.5%	10%	-1.9%	-0.23	1227	6%	-2%
CC1=CC2=NC(=O)/C(=C/c3coc4ccccc4c3=O)C(=N)N2O1	nt	nt	1.2%	2.9%	23%	nt	0.31	1121	nt	0%
COc1ccc(-c2[nH]ncc2/C=N/NC(=O)c2ccc(Br)cc2)c(OC)c1	1.3	-4%	-0.6%	3.1%	3%	-0.7%	0.06	1401	5%	-1%
COc1ccc(Nc2ccc([N+](=O)[O-])c3nonc23)c(OC)c1	nt	nt	-1.1%	3.1%	8%	nt	nt	nt	nt	14%
CCOC(=O)C1=C(C)NC2=C(C(=O)CC(c3cccs3)C2)C1c1cccs1 (stereo not given)	1.1	-9%	1.2%	-0.2%	5%	0.7%	-0.31	1147	-5%	4%
CC(NC(=O)[C@H](C)NC(=O)C1CC(=O)N(c2ccc3c(c2)OCO3)C1)c1ccccc1 (stereo not given in full)	nt	nt	0.4%	-0.4%	-11%	nt	nt	nt	nt	1%
COC(=O)c1nc(NC(C)=O)n[nH]1	1.1	-6%	-0.4%	1.1%	3%	1.3%	-1.1	1322	-2%	-11%
NCCCC[C@@H](C(=O)N1CCNCC1)n1cc(CCC(=O)O)nn1	1	-3%	-0.1%	0.3%	4%	2.3%	0.81	1383	0%	-9%
COc1ccc(C2=NOC(C(=O)NCCCN3CCOCC3)C2)cc1 (stereo not given)	1.1	3%	0.4%	-0.1%	1%	-1.8%	-0.92	1332	8%	2%
CS(=O)(=O)N(CC(=O)NCCSCc1ccccc1)c1ccccc1	1.1	2%	0.0%	1.9%	26%	1.0%	0.24	1589	-2%	0%
CCC(CC)C(=O)NCCc1cc2ccc(C)c(C)c2[nH]c1=O	1.1	11%	nt	nt	nt	-1.9%	-0.3	1789	8%	nt
O=C(c1ccc(CNS(=O)(=O)c2ccc(Br)cc2)cc1)N1CCCCCC1	nt	nt	-0.4%	10%	10%	nt	nt	nt	nt	-4%
O=C(c1cc(-c2cccc(O)c2)on1)N1CCCCCC1	nt	nt	-0.8%	8.7%	3%	nt	nt	nt	nt	-1%
CCN(C(=O)CCc1nnc2ccc(N3CCC4(CC3)OCCO4)nn12)c1ccccc1	nt	nt	-0.1%	0.7%	8%	nt	nt	nt	nt	4%
CC(=O)Nc1ccccc1C(=O)N1CCN(c2cccc(C)c2C)CC1	1	-8%	0.0%	1.0%	13%	-1.4%	0.36	1501	-8%	-9%

5 of the compounds above, with values under each structure.
Order of results: TNAP activators	human PMI inhibitors	West Nile virus CPE	RSV CPE inhibition	SV40 large T antigen	CSM14.1 death rescue	Insulin prom up	Insulin prom up cell count	PMI inhibitors	Salmonella PhoP GFP
> CCc1c(C)sc(NC(=O)OC)c1C(N)=O
    1.1	4%	-0.2%	3.1%	-1%	1.7%	1.6	1293	14%	-4%
> CCc1cc2c(=O)c(-c3nc4ccccc4[nH]3)coc2c(CN2CCCCC2C)c1O (stereo not given)
    nt	nt	0.2%	-0.3%	13%	nt	-0.06	1295	nt	-4%
> O=C(NC1c2ccccc2-c2ccccc21)c1ccco1
    1	-13%	nt	2.3%	6%	-0.7%	0.05	1357	-8%	-1%
> CCC(NC(=O)NCc1cccnc1)(C(F)(F)F)C(F)(F)F
    1	-6%	-0.1%	1.9%	2%	-3.2%	0.54	1142	0%	-3%
> COc1cc2ccc3c(CCN(C)C)cc(OC)c(OC)c3c2cc1OC
    nt	nt	0.4%	0.1%	6%	nt	nt	nt	nt	-2%

Further entries
SMILES	TNAP activators	human PMI inhibitors	West Nile virus CPE	RSV CPE inhibition	SV40 large T antigen	CSM14.1 death rescue	Insulin prom up	Insulin prom up cell count	PMI inhibitors	Salmonella PhoP GFP
O=c1[nH]c(SCC2CCCCO2)nc2ccccc12 (stereo not given)	1.1	-2%	0.1%	3.4%	-44%	-1.2%	nt	nt	-4%	-1%
COC(=O)c1c(NC(=O)COc2ccc(Cl)cc2Cl)sc2c1CC(C)(C)NC2(C)C	nt	nt	-1.2%	-2.0%	6%	nt	nt	nt	nt	-2%
O=C(Nc1ccccc1)N(Cc1ccc2c(c1)OCO2)Cc1nc2ccccc2c(=O)[nH]1	1.1	5%	0.0%	0.2%	1%	-0.8%	-0.71	1196	12%	13%
Cc1ccc(-c2nc3s/c(=C\c4ccco4)c(=O)n3n2)cc1	0.8	-15%	0.0%	0.4%	?	-3.5%	-0.16	1454	-8%	11%
Cc1ccc2c(c1)CCCN2C(=O)c1cc2ccccc2oc1=O	1	12%	-0.2%	4.0%	17%	0.1%	1.1	764	10%	-10%
COc1ccc(Br)cc1C(=O)Nc1cccc(NC(=O)c2ccco2)c1	1.1	14%	0.4%	45%	4%	-1.4%	-0.06	1134	5%	7%
COc1ccc(CCc2nnc(CCC(=O)N(C)Cc3ccncc3C)o2)cc1	1.1	-6%	-0.2%	0.5%	2%	-1.0%	nt	nt	-2%	14%
O/N=C1\CCCCc2ccccc21	1.1	4%	0.3%	2.5%	26%	-1.8%	1.4	1184	4%	-1%
CN1CC2(C)OC(=O)C(Cl)=C2CC1c1ccccc1 (stereo not given)	1.1	-5%	-0.8%	0.7%	13%	0.3%	-0.19	1308	-14%	1%
COc1cccc(=O)c2c(C)n(-c3cc(C)cc(C)c3)c(C)c12	1.1	30%	-0.3%	13%	15%	7.1%	0.09	1586	13%	-10%
Cn1nc([N+](=O)[O-])nc1Sc1ccc(C(C)(C)C)cc1	1.1	5%	nt	6.0%	3%	-1.9%	-0.36	1181	2%	0%
Cc1ccc(Nc2nc(N)nc(CSC(=S)N3CCOCC3)n2)c(C)c1	1.1	3%	-1.1%	0.4%	18%	-2.9%	-0.1	1287	3%	11%
CCOc1ccc(/C(C)=N/N2C(=O)C(CC(=O)Nc3ccc(OC)cc3[N+](=O)[O-])SC2=Nc2cccc(C)c2C)cc1 (stereo not given)	1.1	-24%	-1.0%	5.7%	9%	0.2%	0.21	974	-27%	-6%
CC(C)CCn1c(O)c(N=NC(=O)Cn2ccc(C(F)(F)F)n2)c2ccccc21	1	6%	0.3%	1.6%	5%	-2.4%	-0.85	1459	13%	-7%
Cc1ccccc1-c1nc(CN(C)C(C)c2ccon2)c(C)o1 (stereo not given)	1.1	6%	-1.0%	0.5%	1%	3.0%	0.75	1500	12%	1%
COc1ccc(C2=NN(CCC(=O)NCc3cccs3)C(=O)CC2)cc1	1.1	0%	0.1%	-0.2%	10%	-0.1%	0.03	1213	-2%	4%
CCn1c(=O)n(CC)c2cc(S(=O)(=O)Nc3cc(C)cc(C)c3C#N)ccc21	1.1	-52%	0.6%	0.0%	5%	1.7%	-0.46	905	-28%	-4%
O=C(O)CC(NCc1ccco1)C(=O)OCCCl (stereo not given)	1.1	34%	0.7%	-1.4%	2%	0.3%	-0.19	1320	3%	5%
CCNc1nc(NCC)nc(N(n2cnnc2)S(=O)(=O)c2ccc(C)cc2)n1	0.9	0%	-0.3%	1.8%	2%	1.9%	-0.16	1416	13%	-2%
O=C(Nc1ccc(F)cc1)c1cc(Cl)sc1Cl	1.1	7%	nt	18%	9%	1.9%	0.18	1119	5%	4%
CCC(=O)N1CCc2cc(S(=O)(=O)N(CC)c3cccc(C)c3)ccc21	1.1	-6%	nt	5.6%	13%	0.2%	-1.3	1009	-3%	-5%
CCSc1nc2c(c(=O)[nH]1)C(c1ccccn1)C1=C(CC(C)(C)CC1=O)N2 (stereo not given)	1	4%	-0.1%	-1.7%	2%	-1.1%	0.71	1631	8%	-4%
CCOc1cc(NC(=O)c2cnccn2)c(OCC)cc1NC(=O)c1cccc(F)c1	1	nt	0.0%	0.8%	-1%	2.2%	0.08	979	nt	2%

Single entries from the results shown:
Result of CN1CC2(C)OC(=O)C(Cl)=C2CC1c1ccccc1 (stereo not given) under PMI inhibitors: -14%
Result of CCOc1ccc(/C(C)=N/N2C(=O)C(CC(=O)Nc3ccc(OC)cc3[N+](=O)[O-])SC2=Nc2cccc(C)c2C)cc1 (stereo not given) under Insulin prom up: 0.21
Result of COc1ccc(C2=NN(CCC(=O)NCc3cccs3)C(=O)CC2)cc1 under PMI inhibitors: -2%

Ordered by SMILES length (highest first): four of the compounds above.
SMILES	TNAP activators	human PMI inhibitors	West Nile virus CPE	RSV CPE inhibition	SV40 large T antigen	CSM14.1 death rescue	Insulin prom up	Insulin prom up cell count	PMI inhibitors	Salmonella PhoP GFP
COC(=O)c1c(NC(=O)COc2ccc(Cl)cc2Cl)sc2c1CC(C)(C)NC2(C)C	nt	nt	-1.2%	-2.0%	6%	nt	nt	nt	nt	-2%
CC(C)CCn1c(O)c(N=NC(=O)Cn2ccc(C(F)(F)F)n2)c2ccccc21	1	6%	0.3%	1.6%	5%	-2.4%	-0.85	1459	13%	-7%
COc1ccc(CCc2nnc(CCC(=O)N(C)Cc3ccncc3C)o2)cc1	1.1	-6%	-0.2%	0.5%	2%	-1.0%	nt	nt	-2%	14%
Cn1nc([N+](=O)[O-])nc1Sc1ccc(C(C)(C)C)cc1	1.1	5%	nt	6.0%	3%	-1.9%	-0.36	1181	2%	0%
